# SRC3 TRFRET art = TR-FRET artefact, counter-screen to PPARgamma/SRC-3 agonist assay; PPARgamma/SRC-3 format; stronger effect = higher value; TR-FRET ratio at 8 µM; AID 1048; actives 0.39% (n = 99,000); in the data active = TR-FRET ratio above about 2000; note: inactives centre near 1600; reference of the scale not given here
# SRC1 TRFRET art = counter-screen for PPARgamma SRC-1 recruitment agonists: TR-FRET artefact. TR-FRET detection artefact counter-screen, emission ratio; stronger effect = higher value. TR-FRET ratio at 8 µM. actives 0.34% (n = 99,000). AID 1051; in the data active = TR-FRET ratio above about 2300; note: inactives centre near 1800; reference of the scale not given here
# * marks the source's active call; other numbers are inactive results.
SMILES,SRC3 TRFRET art,SRC1 TRFRET art
COCc1cc(C)[nH]c(=O)c1C(=O)NC12CC3CC(CC(C3)C1)C2,1621,1918
O=S(=O)(c1ccc(Cl)cc1)c1cnc2ccccc2n1,1553,1797
CC(=O)c1ccc(OCCCC(=O)Nc2cc(S(=O)(=O)N(C)C)ccc2C)cc1,1549,1741
CN(Cc1ccccc1)Cc1nc2scc(-c3ccccc3)c2c(=O)[nH]1,1482,1620
Cc1cccc([C@@H]2C[C@H]3CN(Cc4cccc(Cl)c4)C(=O)[C@]34CCCN24)n1,1603,1713
Cc1c(Cl)c([N+](=O)[O-])nn1CC(=O)NCc1cccs1,1469,1563
Cc1nc(-c2ccc(C(=O)Nc3ccccc3F)cc2)cs1,1564,1804
O=C(CSc1nnc(-c2ccc3c(c2)OCO3)n1-c1ccccc1)c1ccccc1,1384,1648
Cc1cccc(C(=O)NCC(=O)N2CC(=O)Nc3ccccc32)c1,1721,1870
C=C(C)CN(CC)C(=O)CC1C(=O)NCCN1Cc1c(F)cccc1Cl (stereo not drawn),1638,1838
CCOC(=O)CNC(=S)N(Cc1ccccc1F)C1CCCCC1,1531,1801
Cc1cc(=O)c2ccccc2n1Cc1ccccc1,1621,1811
CC(=O)C1=C(C)NC(SCC(N)=O)=C(C#N)C1CC(C)C (stereo not drawn),1484,1678
C/C(=N\NC(=O)c1nn(C)cc1Br)c1cccc(NC(=O)c2ccncc2)c1,1602,1816
O=C(NC(=S)NCc1ccc(F)cc1)c1ccccc1,1638,1758
O=C(CCc1ccccc1)Nc1ccccc1C(F)(F)F,1518,1586
O=C1CC(N(CCc2ccccc2)C(=S)Nc2ccccc2)C(=O)N1c1ccccc1 (stereo not drawn),1606,1823
O=[N+]([O-])c1ccc(-n2nnnc2-c2ccccc2)cc1,1504,1467
Cc1ccccc1OCCCCCNCCO,1494,1910
COc1ccc(C(=O)OCC(N)=O)cc1[N+](=O)[O-],1731,1756
O=C(CN(Cc1ccccc1Cl)C(=O)Cn1nnc(-c2cccs2)n1)NCC1CCCO1 (stereo not drawn),1433,1840
COC(=O)C1(NC(=O)NC23CC4CC(CC(C4)C2)C3)CCCCC1,1553,1731
COc1ccc(OC)c(NC(=O)c2cccc(S(=O)(=O)N(Cc3ccccc3)c3ccccc3OC)c2)c1,1786,1987
O=C(Nc1ncn[nH]1)c1ccc(S(=O)(=O)N2CCOCC2)cc1,1590,1627
CSc1ccccc1C(=O)NCc1ccccc1,1447,1629
# (continued)
SMILES,SRC3 TRFRET art,SRC1 TRFRET art
COc1ccc(-c2nc3n(c(=O)c2C#N)CCS3)cc1OC,1833,1810
CC1=NN(C(C#N)c2cccc([N+](=O)[O-])c2)C(C)(C)C1 (stereo not drawn),1778,1831
Cc1cc2occ(CC(=O)NC3CCCc4ccccc43)c2cc1C (stereo not drawn),1476,1739
COc1cc(C(=O)Nc2ccccc2C2COC(=O)C2=N)cc(OC)c1OC (stereo not drawn),1625,2124
Cn1c(Cn2cnc([N+](=O)[O-])n2)nnc1SCC(=O)Nc1ccccc1,1634,1958
Cc1cccc(NC(=O)CSc2nnc(-c3ccco3)c(-c3ccco3)n2)c1,1670,1814
O=C(CNc1cccc(Cl)c1)NNC(=S)NCc1ccccc1,1463,2083
Cc1ccc(-n2c(C)cc(C(=O)COc3cccnc3[N+](=O)[O-])c2C)cc1,1556,1926
C/C(=C\C(=O)c1ccc(Cl)s1)N(C)C,1524,1938
NC(=O)c1ccc(NCC2COc3ccccc3O2)c([N+](=O)[O-])c1 (stereo not drawn),1644,1509
O=C(CSc1nnc(COc2cccc3cccnc23)o1)N1CCCC1,1584,1823
CC(=O)c1c(C)[nH]c(C(=O)COC(=O)CCCOc2ccccc2)c1C,1705,1954
Cc1ccc(N=C2SC(C(=O)NCCc3ccccc3)CC(=O)N2C)cc1C (stereo not drawn),1507,1840
COc1ccc(C(=O)Nc2ccc(-c3nnn(CC(=O)N4CCN(C(=O)c5ccco5)CC4)n3)cc2)cc1,1515,1551
Cc1ccc(-n2c(CNc3cccc(Cl)c3)n[nH]c2=S)cc1,1467,1847
COc1ccc(CNC(=O)COC(=O)/C=C/c2cccc(Br)c2)cc1OC,1423,2023
CN1CCN(C(=S)c2cn(Cc3ccc(Br)cc3)c3ccccc23)CC1,1606,1970
Cc1cccc(N2CCN(C(=O)CC(NC(=O)c3ccccc3Cl)c3ccccc3)CC2)c1C (stereo not drawn),1645,1759
COCCNC(=O)CSc1c2c(nc3ccc(Cl)cc13)CCCC2,2446*,2521*
O=C(/C=C/c1cc([N+](=O)[O-])ccc1OC(F)F)Nc1ccc(OC(F)F)cc1,1792,1763
COc1ccc(N(CC(=O)N/N=C/c2ccc(-c3ccc([N+](=O)[O-])cc3)o2)S(=O)(=O)c2ccc(C)cc2)cc1,1544,1616
CC1CC(C)CN(C(=O)c2cc3cc(Br)cc(Br)c3o2)C1 (stereo not drawn),1638,1749
CCN(c1ccccc1)S(=O)(=O)c1ccc(C(=O)OC(C)C(=O)NCCC2=CCCCC2)cc1 (stereo not drawn),1629,1871
COc1ccc(C(=O)CCN2CCc3cc(OC)c(OC)cc3C2)cc1,1456,1679
O=C(CN(C(=O)c1csnn1)c1cccc2c1CCCC2)NC1CCCC1,1547,1766
# Further records:
SMILES,SRC3 TRFRET art,SRC1 TRFRET art
CCOC(=O)c1[nH]c(CSc2nnnn2-c2ccccc2C)c(C(=O)OCC)c1C,1528,1762
O=C(Nc1cc([N+](=O)[O-])ccc1Cl)C1CC1,1533,1476
CC(=O)N(C)c1ccc(NC(=O)Nc2ccccc2C)cc1,1532,1769
O=C(Cc1ccccc1)N1CCN=C1SCc1ccc([N+](=O)[O-])cc1,1635,1787
COc1ccc(OCC(=O)N/N=C(\CCC(=O)O)c2cccs2)cc1,1607,1956
COc1ccccc1N(C)S(=O)(=O)c1ccc(C(=O)NCc2ccc3c(c2)OCO3)cc1,1419,1880
N#C/C(=C\C=C\c1ccccc1)c1nc(-c2ccc3c(c2)OCO3)cs1,1628,1794
CC(C)Oc1ccc(N2CC(C(=O)Nc3ccccn3)CC2=O)cc1 (stereo not drawn),1518,1505
CCCCNC(=O)CCCCn1c(=S)[nH]c2c([nH]c3ccc(OC)cc32)c1=O,1545,1881
Cc1nc(C)n(CC(=O)N2CCCC(C(=O)c3ccc(Cl)cc3C)C2)n1 (stereo not drawn),1656,1570
CC(C)=CCN1CCN(Cc2ccc(Sc3nncn3C)o2)CC1CCO (stereo not drawn),1552,1525
CCCCOC(=O)c1ccc(Nc2ncnc3nc[nH]c23)cc1,1631,2016
COc1ccc(NC(=S)Nc2ccccc2SC)c(OC)c1,1578,1882
COC(=O)N1CCN(c2ccc(C)c(C)c2)CC1,1549,1549
COc1ccc(-c2[nH]c(-c3cc(OC)c4c(c3)OCO4)nc2-c2ccccc2)cc1,1707,1808
O=S(=O)(Nc1ccc(Cc2ccncc2)cc1)c1ccc(Cl)cc1,1366,1622
O=c1oc2ccccc2c(Nc2cccc3cccnc23)c1[N+](=O)[O-],1471,1598
CC(=O)N/C(=C\c1ccccc1)C(=O)N1CCOCC1,1379,1729
COc1ccccc1C1/C(=C(/O)c2ccc(C)cc2)C(=O)C(=O)N1Cc1ccco1 (stereo not drawn),1547,1705
Cc1nnc(SCc2ccccc2CSc2nnc(C)s2)s1,1715,1660
Cc1onc(-c2ccccc2Cl)c1C(=O)N1CCN(C/C=C/c2ccccc2)CC1,1695,1696
COc1ccc(/C=N/NC(=O)C2C(=O)NCC2c2ccccc2)c(OC)c1 (stereo not drawn),1578,1975
O=C(NNc1ccc([N+](=O)[O-])cc1)C1C2CCCCC21 (stereo not drawn),1623,1630
O=C(COc1nc2ccccc2nc1N1CCOCC1)Nc1ccc(S(=O)(=O)N2CCCC2)cc1,1609,2128
CC(C)CC(=O)N=Nc1c(O)[nH]c2ccccc12,1558,1727
# (next part)
SMILES,SRC3 TRFRET art,SRC1 TRFRET art
CCOC(=O)NC(=S)Nc1ccc(OC)cc1,1822,1836
COc1ccc(OCCC(=O)OCC(=O)Nc2ccc(Br)cc2)cc1,1707,1758
CCCCN(C)C(=O)c1nc2ccccn2c1CNC1CCC1,1638,1752
C=CCNC(=S)NNC(=O)c1ccccc1OCC,1507,1684
Cc1ccc(NC(=O)COC(=O)C(NS(=O)(=O)c2ccc(Cl)cc2)C(C)O)cc1 (stereo not drawn),1810,1906
COc1ccc(C(=O)Nc2ccc(Oc3nc(C)nc4sc(-c5ccccc5)cc34)cc2)cc1OC,1565,1545
CC1CC(=O)Nc2ccccc2N1C(=O)CN1CCN(C=O)CC1 (stereo not drawn),1524,1567
CCOc1ccc(NC(=S)NNC(=O)CC(C)O)cc1 (stereo not drawn),1429,1753
CCCn1c(=O)c2ccccc2n2c(Sc3nnnn3-c3ccccc3)nnc12,1231,1442
O=C(CSc1nnc(-c2ccccc2Cl)o1)Nc1ccccn1,1356,1766
N#CC1=C(N)Oc2nc[nH]c(=O)c2C1c1cccs1 (stereo not drawn),1369,1613
CC1=C(C(=O)OCc2ccccc2)C(/C=C/c2ccccc2)N2C(=O)CCSC2=N1 (stereo not drawn),1765,1715
O=C(CCl)NC1CCCc2ccccc21 (stereo not drawn),1450,1859
O=S(=O)(c1ccccc1)N1CCN=C1SCc1cccnc1,1609,1776
NS(=O)(=O)c1ccc(NC(=O)c2ccc(-c3ccccc3)cc2)cc1,2033,2073
CN1C(=O)N(C)c2ccc(C=O)c3cccc1c23,1601,2120
Cc1ccc2oc(=O)c(/C=C(\O)c3sc(C)nc3C)nc2c1,1775,1755
O=C(O)c1ccccc1SCC(=O)N1c2ccccc2Sc2ccccc21,1666,2030
Cc1c([N+](=O)[O-])c([N+](=O)[O-])nn1CC(=O)N1CCOCC1,1875,1849
Cn1cnc2c(NCc3ccco3)ncnc21,1758,1748
Cc1ccccc1S(=O)(=O)c1c(C)cc(C)n(C)c1=O,1663,1625
CC1CCN(CCCCOc2ccccc2-c2ccccc2)CC1,1368,1823
COc1ccc(CCn2c(=O)c3cccnc3n(Cc3cccc([N+](=O)[O-])c3)c2=O)cc1OC,1696,1888
CS(=O)(=O)N1CCN(C(=O)NC2CCCCC2)CC1,1690,1460
CCCCN(C)C(=O)c1nc2ccccn2c1CN(C)Cc1csc(C)n1,1658,2140
# Continuation.
SMILES,SRC3 TRFRET art,SRC1 TRFRET art
COc1ccc(/C=N/NC2=NCCCCC2)c(OC)c1,1503,2022
CC(c1ccco1)N(C(=O)c1ccc(F)cc1)c1ccccn1 (stereo not drawn),1706,1691
COc1ccccc1/C(C)=N/NC(=S)NCc1ccccc1,1518,1670
O=C(COc1ccccc1)N1CCc2ccccc21,1795,1831
Cc1cc(NC(=O)CSc2nnc3ccccn23)no1,1478,1736
O=C(N/N=C\c1cn[nH]c1-c1ccccc1)c1ccc([N+](=O)[O-])cc1,1636,2059
CC(C)NC(NC(=O)/C=C/c1ccccc1)C(Cl)(Cl)Cl (stereo not drawn),1530,1863
Cc1onc(-c2ccccc2)c1C(=O)N/N=C/c1c[nH]c2ccccc12,1561,1868
CCCCCOP(=O)(c1ccccc1)c1ccccc1,1484,1718
CCOC(=O)N1CCC(NC(=O)C(C)n2c3ccccc3c3cnn(C)c(=O)c32)CC1 (stereo not drawn),1423,1949
COc1cc(OC)c(C(=O)NCC(c2cccs2)N(C)C)cc1OC (stereo not drawn),1680,1482
O=C(O)c1ccc(NC2=C/C(=N/S(=O)(=O)c3ccccc3)c3ccccc3C2=O)cc1,1597,2090
CCCCOc1cccc(C(=O)NC(=S)Nc2cccc(C(F)(F)F)c2)c1,1600,1770
CCOC(=O)c1c(NC(NC(C)=O)C(Cl)(Cl)Cl)sc2c1CCCC2 (stereo not drawn),1544,1826
Cc1c(Cl)cccc1NC(=S)NCc1ccc2c(c1)OCO2,1779,1751
CCOC(=O)c1ccc(NC(=O)C(=O)NCc2ccccn2)cc1,1444,1694
CC(C)C(C(=O)OCC(=O)c1ccc2c(c1)NC(=O)CO2)N1C(=O)c2ccccc2C1=O (stereo not drawn),1448,1596
O=C(CNCC1CCCCC1)Nc1ccc(N2CCCCC2)cc1,1688,1893
COc1ccc(NC(=O)CSc2nncc3ccccc23)cc1,1488,1794
NC(=O)c1ccc(N2CCN(c3ccccc3F)CC2)c([N+](=O)[O-])c1,1619,1693
O=C1CCCc2c1cnc1ncnn21,1653,1787
CCCCCCOc1ccc(/C=c2\s/c(=C(/C#N)C(=O)NCc3ccco3)n(-c3ccccc3)c2=O)cc1,1501,1548

# Structural class: the entries above containing an aryl thioether with sulfur outside any ring (15)
SMILES,SRC3 TRFRET art,SRC1 TRFRET art
O=C(CSc1nnc(-c2ccc3c(c2)OCO3)n1-c1ccccc1)c1ccccc1,1384,1648
CSc1ccccc1C(=O)NCc1ccccc1,1447,1629
Cn1c(Cn2cnc([N+](=O)[O-])n2)nnc1SCC(=O)Nc1ccccc1,1634,1958
Cc1cccc(NC(=O)CSc2nnc(-c3ccco3)c(-c3ccco3)n2)c1,1670,1814
O=C(CSc1nnc(COc2cccc3cccnc23)o1)N1CCCC1,1584,1823
COCCNC(=O)CSc1c2c(nc3ccc(Cl)cc13)CCCC2,2446*,2521*
CCOC(=O)c1[nH]c(CSc2nnnn2-c2ccccc2C)c(C(=O)OCC)c1C,1528,1762
CC(C)=CCN1CCN(Cc2ccc(Sc3nncn3C)o2)CC1CCO (stereo not drawn),1552,1525
COc1ccc(NC(=S)Nc2ccccc2SC)c(OC)c1,1578,1882
Cc1nnc(SCc2ccccc2CSc2nnc(C)s2)s1,1715,1660
CCCn1c(=O)c2ccccc2n2c(Sc3nnnn3-c3ccccc3)nnc12,1231,1442
O=C(CSc1nnc(-c2ccccc2Cl)o1)Nc1ccccn1,1356,1766
O=C(O)c1ccccc1SCC(=O)N1c2ccccc2Sc2ccccc21,1666,2030
Cc1cc(NC(=O)CSc2nnc3ccccn23)no1,1478,1736
COc1ccc(NC(=O)CSc2nncc3ccccc23)cc1,1488,1794

# Bioassay records: PubChem, The Scripps Research Institute Molecular Screening Center

# These rows are one share of the data; count on the stated rates, not on these rows.
